Bioassay records as filed in PubChem.
HT1080 IDH1KD tx: kills HT-1080 cells with IDH1 knockdown. HT-1080 IDH1 knockdown viability, ATP luminescence, 48 h. Potency, µM (top dose mostly 46.1 µM), inactives show top-dose activity, negative = toxicity, hits mostly cytotoxic. hit rate 2% among 360,000;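 note: 0% = DMSO wells and -100% = cell-free medium wells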
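Knockdown cells (IDH1KD HT-1080) received compounds 2 h after plating at 750 cells/well and were kept 48 h at 37 °C in 5% FBS RPMI. A CellTiter-Glo luminescence read gave % activity for curve fitting.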
GLP1R inv ag: acts as inverse agonist at human GLP-1 receptor | HEK293 GLP-1R CRE-luciferase, luminescence, 24 h; GLP-1R form is constitutively active | hit rate 1.6% among 410,000 | P43220 | Potency, µM (doses to about 38.3 µM), without a hit: top-dose activity change, negative = inhibition, usual class: inhibitors | AID 624417; note: % is set by controls: 0 for no effect and ±100 for the full control effect; nearly all actives have a fitted effect of over 55% in size
Target sequence (P43220 whole entry, looked up): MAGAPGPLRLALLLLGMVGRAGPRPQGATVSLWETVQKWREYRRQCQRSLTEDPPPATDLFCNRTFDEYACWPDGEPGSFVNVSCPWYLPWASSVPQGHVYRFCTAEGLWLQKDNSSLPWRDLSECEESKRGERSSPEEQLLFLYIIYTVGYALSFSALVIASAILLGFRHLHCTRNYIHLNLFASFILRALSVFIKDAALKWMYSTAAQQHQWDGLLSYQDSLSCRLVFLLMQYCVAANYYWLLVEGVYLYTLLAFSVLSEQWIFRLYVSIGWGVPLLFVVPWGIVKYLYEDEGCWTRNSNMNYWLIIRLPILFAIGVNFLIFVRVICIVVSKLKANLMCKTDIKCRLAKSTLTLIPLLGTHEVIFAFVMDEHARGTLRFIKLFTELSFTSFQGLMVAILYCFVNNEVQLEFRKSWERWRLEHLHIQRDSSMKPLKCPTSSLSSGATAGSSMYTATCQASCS
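Inverse agonism was detected as reduced cAMP-driven luciferase luminescence after 24 h compound treatment. The cells were HEK293 clones expressing constitutively active human GLP-1R with the reporter. Reporter-only and GPR119 cell lines served as counterscreen controls.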
HT1080NT lethal: kills 2HG-producing HT-1080-NT fibrosarcoma cells. HT-1080-NT fibrosarcoma viability, CellTiter-Glo ATP luminescence, 48 h. Potency, µM (doses to about 46.1 µM), for the others: top-dose activity, negative = less viability, hits mostly cytotoxic. hit rate 1.6% among 360,000. AID 686970;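 note: NT is the 2HG producing partner of a matched IDH1 knockdown line; 0% = DMSO-treated cells and -100% = media-only wells without cells; nearly all actives have a fitted effect of over 55% in size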
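Read-out is CellTiter-Glo luminescence after 10 minutes at room temperature, following 48 hours' compound treatment of HT-1080-NT cells (750 cells/well, RPMI, 5% FBS, 37 degrees C).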
GLP-1R agonist: agonists of human GLP-1 receptor; P43220; HEK293 GLP-1R CRE-luciferase, luminescence, 4-6 h; cells express a hypersensitive GLP-1R form; Potency, µM (series often up to 45.6 µM), for inactives: at the top dose activation, actives largely listed as activators; hit rate 0.007% among 380,000; note: % of control where 0% means no effect
GLP1R cytotox: cytotoxicity in counter-screen for GLP-1R inverse agonists; Potency, µM (doses to about 38.3 µM), for inactives: top-dose activity change, negative = inhibition, usual class: inhibitors; hit rate 0.13% among 410,000; HEK293 cAMP-luciferase reporter cells, luminescence, 24 h;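 note: loss of luciferase light is scored as toxicity; % is set by controls: 0 for no effect and ±100 for the full control effect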
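MLSMR compounds, 24 hr on cells at 37 deg C/5% CO2; luminescence after luciferase reagent (12 min RT). Inhibition counted as the undesired cytotoxic outcome.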
KB-V1 MDR tox: kills drug-selected multidrug resistant KB-V1 cells; hit rate 3.4% among 400,000; AID 1347076; Potency, µM (top dose mostly 46.1 µM), for inactives: at the top dose activity change, negative = cytotoxicity, usual class: cytotoxic; KB-V1 MDR cells viability, CellTiter-Glo, 72 h; note: % is set by controls: 0 for no effect and ±100 for the full control effect; nearly all actives have a fitted effect of over 60% in size
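Cells of the MDR subline KB-V1 are plated, dosed with compound at multiple concentrations, and incubated 72 h at 37 degrees C; CellTiter-Glo is then added and luminescence read after 10 min.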
TDP43 rescue: rescues yeast growth from TDP-43 toxicity; TDP-43 expressing yeast growth rescue, BacTiter-Glo, 24 h; Potency, µM (series often up to 46.1 µM), without a hit: at the top dose growth rescue (activation), hits mostly activators; AID 652104; hit rate 1.8% among 410,000; note: % of control where 0% means no effect; nearly all actives have a fitted effect of over 50% in size
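Yeast expressing TDP-43 (pregrown in raffinose, seeded at OD600=0.02 in galactose medium) exposed to compounds 24 hr at 30 deg C. Growth read by BacTiter-Glo luminescence; rescue of toxicity appears as increased signal.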
SW480 rerep: inducers of DNA re-replication in SW480 colon cancer cells | Potency, µM (top dose mostly 46.1 µM), without a hit: at the top dose re-replication activation, most hits filed as activators | SW480 DNA re-replication, Hoechst DNA content imaging, 48 h | hit rate 1.8% among 340,000; note: % of control where 0% means no effect; nearly all actives have a fitted effect of over 55% in size
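SW480 cells exposed to compounds for 48 hr at 37 C, 5% CO2, then Hoechst-stained 40 min. Nuclear DNA content imaged by fluorescence scanning (405 nm excitation, 500-530 nm emission); re-replication scored as increased high-intensity nuclei.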
KB-3-1 tox: kills parental KB-3-1 adenocarcinoma cells. KB-3-1 viability, CellTiter-Glo ATP luminescence, 72 h. Potency, µM (doses to about 46.1 µM), without a hit: at the top dose activity change, negative = cytotoxic, most hits filed as cytotoxic. hit rate 1.4% among 400,000. AID 1347075; note: % is set by controls: 0 for no effect and ±100 for the full control effect; nearly all actives have a fitted effect of over 60% in size
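Parental KB-3-1 viability, qHTS format: 72 h compound exposure, 37 °C; CellTiter-Glo; media-only wells and DMSO plates as controls; concentration-effect fits on corrected data.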
The depositor's hits bear a star; ? = inconclusive; / = no result given; [ ] = dose if it differs, or a comment. Calls come from the whole dose curve; as a rule, active = well fitted curve in the direction sought with a large enough effect; inconclusive = small, poorly fitted or top-dose-only effect, or another doubt; inactive = no such curve, though single readings can be large; an effect the other way counts as inactive or inconclusive. Potency is the fitted concentration of half-maximal effect.

SMILES	HT1080 IDH1KD tx	GLP1R inv ag	HT1080NT lethal	GLP-1R agonist	GLP1R cytotox	KB-V1 MDR tox	TDP43 rescue	SW480 rerep	KB-3-1 tox
CCCCCc1cc(=O)c2ccccc2o1	16%	-4%	4%	-5%	9%	9%	?	1%	8%
COc1ccc(C(C)=O)cc1Cn1nc(C)c([N+](=O)[O-])c1C	-15%	20%	-16%	?	-2%	0%	-2%[0.397 µM]	-9%	-15%
O=C(NCc1cccc(Cl)c1)c1ccc(S(=O)(=O)Nc2cccc(C(F)(F)F)c2)cc1	-18%	?	-16%	0%	12%[1.53 µM]	?	-6%	3%	?
O=C(COc1ccc(S(=O)(=O)NC2CCCCC2)cc1Cl)Nc1ccc2c(c1)OCO2	?	?	?	-9%	2%	10µM*	-21%	2%	?
Cc1nn(C)cc1CNC(=O)COc1ccc(Cl)cc1Cl	-4%	8%	-1%	26%	-9%	-27%	3%	-3%	1%
O=C(C[n+]1cc(-c2ccc(Br)cc2)n2c1CCCCC2)c1ccccc1	-19%	-14%	3%	7%	-2%	?	-15%[9.22 µM]	-7%	?
CCOC(=O)C1=C(C)NC(C)=C(C(=O)OCC)C1C(=O)OCC(=O)NCCc1ccc(S(N)(=O)=O)cc1	0%	?	-24%	9%	13%	-4%	-24%	97%	10%
CCCCNC(=O)c1[nH]c(=O)cnc1-c1ccccc1	14%	25%	?	-5%	7%	20%	-7%	/	0%
CCN(Cc1ccccc1)S(=O)(=O)c1ccc(C(=O)N(CCCN(C)C)c2nc3c(F)cccc3s2)cc1	-18%	?	-2%	15%	-20%	8%	-14%	?	-4%
Cc1occc1-c1nnc(SCC(=O)c2c(N)n(C3CC3)c(=O)[nH]c2=O)n1C	13%	9%	3%	-5%	-2%	-8%	-14%	?	-6%
O=C1CC(c2ccco2)CC(O)=C1C=NCC1CCNCC1 (centres undefined)	0%	1%	-9%	7%	-14%	0%	-6%	2%	7%
Cc1c(Cl)cccc1NC(=O)c1cc(-c2ccc3c(c2)OCO3)on1	/	6%	/	/	-1%	0%	17%	/	14%
NC(=O)Nc1ccccc1C(=O)NCCc1ccccc1	14%	5%	10%	0%	-4%	-5%	-20%	-4%	0%
Cc1ccccc1NS(=O)(=O)c1ccc(C(=O)NNC(=O)c2ccccc2O)cc1	?	-24%	-14%	3%	-17%	-18%	19%	15µM*	?
Cc1c(C(=O)c2cccc([N+](=O)[O-])c2)c2ccccn2c1CCC#N	-19%	39%[activator]	-13%	22%	-13%	-3%	14%	2%	2%
Cc1ccc(C(NC(=O)C2CCN(Cc3ccc(Cl)c(Cl)c3)CC2)c2ccccn2)cc1 (centres undefined)	?	?	?	-3%	?	?	-27%	/	?
COc1ccc([N+](=O)[O-])cc1N(CC(O)CN1CCCC1)S(=O)(=O)c1ccc(C)cc1 (centres undefined)	0%	?	10%	15%	-7%	0%	-17%	-1%	21%
O=C(Nc1ccc(Oc2ccccc2)cc1)c1ccc2nc([C@@H]3O[C@H](CO)[C@H](O)[C@H](O)[C@H]3O)[nH]c2c1	?	13%	?	-2%	-7%	4%	0%	/	0%
O=C(Nc1ccc(-c2noc(-c3cccs3)n2)cc1)c1cccnc1	?	?	-24%	-48%[inhibitor]	?	?	21%	0%	-10%
C=CCC(C)(NCc1ccccc1)c1ccccc1 (centres undefined)	-8%	-8%	-7%	-1%	-15%	10%	5%	4%	16%
CCc1cccc(OCCOC(=O)CNS(=O)(=O)c2ccc(NC(C)=O)cc2)c1	-14%	-4%	0%	2%	19%	4%	-10%	-2%	-3%
COc1ccc(N2CC(NC(=O)NCC(C)C)CC2=O)cc1 (centres undefined)	?	4%	19%	-27%	-4%	6%	8%	-2%	3%
N#Cc1c(-c2cccc(F)c2)cc(-c2ccccc2)nc1Br	13%	2%	20%	-4%	-9%	12%	15%	0%	20%
CN(C)CCn1nnc2c(=O)oc3ccccc3c21	6%	8%	15%	6%	-12%	22%	3%[0.397 µM]	4%	15%
CCCCNC(=O)OC1CCS(=O)(=O)C1 (centres undefined)	1%	11%	0%	-12%	7%	?	2%	-3%	-3%

More results follow:
SMILES	HT1080 IDH1KD tx	GLP1R inv ag	HT1080NT lethal	GLP-1R agonist	GLP1R cytotox	KB-V1 MDR tox	TDP43 rescue	SW480 rerep	KB-3-1 tox
O=c1[nH][nH]c2cc(=O)n(-c3cccc(C(F)(F)F)c3)nc12	0%	12%	1%	-6%	-9%	?	6%	8%	-13%
Cc1ccc(-n2ncc3c2CC(C)(C)CC3NC(=O)CCn2cncn2)cc1 (centres undefined)	2%	-3%	2%	-6%	3%	/	4%	-4%	/
Cc1ccc(N(CC(=O)NCc2ccco2)C(=O)CCC(=O)Nc2nccs2)cc1C	-13%	-3%	-2%	15%	1%	5%	7%	-33%[inhibitor]	8%
Cn1c(=O)cc(SCC(=O)NCCC2=CCCCC2)c2cc(Cl)ccc21	15%	7%	19%	6%	2%	-10%	-2%	1%	-2%
COc1ccc(Cl)cc1NC(=S)NCCC(c1ccccc1)c1ccccc1	1%	?	3%	-10%	11%[1.53 µM]	?	?	?	?
Nc1c(C(=O)NCc2cccs2)nnn1CC(=O)Nc1cccc(F)c1	/	-9%	/	-1%	0%	-8%	-5%	/	0%
CCOC(=O)c1sc(NC(=O)c2ccc(S(=O)(=O)N(C)C)cc2)nc1C	-2%	12%	-4%	9%	13%	-22%	-3%	-1%	4%
COc1ccc(Br)c(C(=O)Nc2nc3ccccc3[nH]2)c1	6%	26%	8%	17%	-3%	-11%	-24%	-1%	3%
CC(C)(C)NC(=O)C(=O)N/N=C/c1ccc(Br)cc1	9%	-5%	9%	1%	-1%	-26%	20%	-4%	-5%
CCCCNC(=O)c1onc(CSc2ccc(F)c(F)c2)c1C(=O)O	0%	-19%	-6%	-1%	-14%	?	-6%	-2%	2%
CC(=O)Nc1ccc(N=Cc2nc(-c3ccc(C)cc3)oc2O)cc1	3%	1%	12%	-14%	0%	7%	6%	-1%	3%
CCOc1ccccc1-n1c(SCC(N)=O)nnc1-c1cccnc1	20%	4%	7%	2%	-4%	0%	5%	-4%	1%
COc1ccc(/C(=N\Nc2ccccc2C(=O)O)c2ccccc2)cc1	-6%	?	-1%	2%	-7%	?	-70%[inhibitor]	7%	29%
O=C(CCn1c(=O)oc2ccccc21)N(Cc1ccccc1)c1ccccc1	-1%	?	-13%	-6%	-5%	-7%	22µM*	2%	0%
O=C1CCC(C(=O)N2CCOCC2)CN1Cc1cccc(C(F)(F)F)c1 (centres undefined)	19%	3%	3%	4%	-2%	3%	-10%	-5%	-1%
CCOc1ccc(S(=O)(=O)N2CCC(C(=O)OCc3ccc(OC)cc3)CC2)cc1	-1%	?	4%	15%	2%	-20%	4%	-4%	0%
COc1ccc(NC(=O)c2ccccc2NC(=O)C2CC=CCC2C(=O)O)cc1 (centres undefined)	6%	8%	10%	-5%	2%	0%	3%	-1%	8%
Cn1nc(-c2ccccc2)c(-c2nc(-c3cccc(Cl)c3)no2)c1Cl	19%	10%	9%	-3%	0%	14%	-14%	-1%[9.22 µM]	-26%
O=C(NC1CCCCC1)C1CCC(CNS(=O)(=O)c2ccccc2)CC1 (centres undefined)	-8%	-9%	-14%	-1%	3%	-7%	2%	-5%	19%
COC(=O)CSc1nsc(SCC(=O)OC)n1	-4%	5%	5%	-6%	-2%	25%	8%	10%	6%
Cc1cc(/C=C2\SC(=S)N(Cc3ccco3)C2=O)c(C)n1-c1cccnc1	-4%	-2%	-1%	2%	66%[activator]	?	-26%	1%	-8%
Cn1c2ccccc2c2cc(/C=N/NC(=O)c3ccc(O)cc3O)ccc21	?	?	-29%	-1%	-17%	-2%	?	?	?
Cc1ccc(NC(=O)CSCC#N)cc1Cl	-3%	-5%	-3%	0%	-8%	0%	3%	-2%	-3%

5 of the entries above in order of the GLP-1R agonist value, falling:
smiles	GLP-1R agonist	SW480 rerep
CCOc1ccc(S(=O)(=O)N2CCC(C(=O)OCc3ccc(OC)cc3)CC2)cc1	15%	-4%
Cn1c(=O)cc(SCC(=O)NCCC2=CCCCC2)c2cc(Cl)ccc21	6%	1%
CCOc1ccccc1-n1c(SCC(N)=O)nnc1-c1cccnc1	2%	-4%
O=C(NC1CCCCC1)C1CCC(CNS(=O)(=O)c2ccccc2)CC1 (centres undefined)	-1%	-5%
Cn1nc(-c2ccccc2)c(-c2nc(-c3cccc(Cl)c3)no2)c1Cl	-3%	-1%[9.22 µM]

A portion of the results above:
SMILES	HT1080 IDH1KD tx	GLP1R inv ag	HT1080NT lethal	GLP-1R agonist	GLP1R cytotox	KB-V1 MDR tox	TDP43 rescue	SW480 rerep	KB-3-1 tox
Cn1c2ccccc2c2cc(/C=N/NC(=O)c3ccc(O)cc3O)ccc21	?	?	-29%	-1%	-17%	-2%	?	?	?
Cc1ccc(NC(=O)CSCC#N)cc1Cl	-3%	-5%	-3%	0%	-8%	0%	3%	-2%	-3%

Whole records from above:
COc1ccc(NC(=O)c2ccccc2NC(=O)C2CC=CCC2C(=O)O)cc1 (centres undefined) is listed with HT1080 IDH1KD tx = 6%; GLP1R inv ag = 8%; HT1080NT lethal = 10%; GLP-1R agonist = -5%; GLP1R cytotox = 2%; KB-V1 MDR tox = 0%; TDP43 rescue = 3%; SW480 rerep = -1%; KB-3-1 tox = 8%
CCOc1ccccc1-n1c(SCC(N)=O)nnc1-c1cccnc1 is listed with HT1080 IDH1KD tx = 20%; GLP1R inv ag = 4%; HT1080NT lethal = 7%; GLP-1R agonist = 2%; GLP1R cytotox = -4%; KB-V1 MDR tox = 0%; TDP43 rescue = 5%; SW480 rerep = -4%; KB-3-1 tox = 1%

No enrichment for hits; overall some 9.4% were active at least once.
